Screening data deposited in PubChem BioAssay by National Center for Advancing Translational Sciences (NCATS).
GLS inhibitor: qHTS for Inhibitors of Glutaminase (GLS); Glutaminase kidney isoform, mitochondrial (Homo sapiens), O94925; GLS enzymatic activity, qHTS titration; Potency, µM (series often up to 45.5 µM), without a hit: at the top dose activity change, negative = inhibition, actives largely listed as inhibitors; 0.21% of 410,000 active; AID 624170, 2012; note: % is set by controls: 0 for no effect and ±100 for the full control effect
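Two-point fluorescence kinetic (t0, 30 min RT) for hKGA; glutamate detected via glutamate oxidase–HRP–Amplex Red. Substrate: 1 mM L-glutamine solution; buffer 45 mM KH2PO4, pH 8.2.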
RGS4 inhibitor: Inhibitors of Regulator of G Protein Signaling (RGS) 4: qHTS; Regulator of G-protein signaling 4 (Homo sapiens), P49798; 0.039% of 390,000 active; Transcreener GDP fluorescence polarization, RGS4-accelerated GTP hydrolysis; Potency, µM (top dose mostly 114 µM), for inactives: top-dose activity change, negative = inhibition, most hits filed as inhibitors; note: % is set by controls: 0 for no effect and ±100 for the full control effect; nearly all actives have a fitted effect of over 75% in size; some results filed as inactive show a strong effect at the top dose
Target sequence (P49798 whole entry, looked up): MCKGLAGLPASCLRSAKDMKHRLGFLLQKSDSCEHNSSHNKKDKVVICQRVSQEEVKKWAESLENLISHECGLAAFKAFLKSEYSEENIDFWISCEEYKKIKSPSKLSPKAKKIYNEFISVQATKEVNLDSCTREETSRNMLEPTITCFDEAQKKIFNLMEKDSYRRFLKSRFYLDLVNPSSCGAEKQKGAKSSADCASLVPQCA
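MLSMR compounds (23 nl, pin-transferred) preincubated 10 min at room temperature with a 500nM (2x) first reagent, then RGS4 at 900nM (2x) plus Transcreener GDP mix added; fluorescence polarization (620/688 nm) read before and after 90 min at 30 °C.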
Tb PGK inh: qHTS Assay to Find Inhibitors of Phosphoglycerate Kinase | 0.043% of 380,000 active | Potency, µM (titrated, usually from 57.5 µM), for the others: at the top dose activity change, negative = inhibition, hits mostly inhibitors | PGK/GAPDH coupled, Kinase-Glo luminescence, 60 min | AID 602233, 2012 | Phosphoglycerate kinase, glycosomal (Trypanosoma brucei brucei), P07378; note: % is set by controls: 0 for no effect and ±100 for the full control effect; nearly all actives have a fitted effect of over 60% in size
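Luminescent ATP detection (Kinase-Glo Plus) follows a 60-minute room-temperature incubation, with wells lacking PGK as controls. Buffer: 100 mM TEA (pH 7.6), 5 mM MgCl2, 0.01% Tween-20. Coupling enzyme GAPDH (100 nM final) supplies unstable 1,3-BPG in-well.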
Pin1 inh: qHTS Assay to Find Inhibitors of Pin1 | Peptidyl-prolyl cis-trans isomerase NIMA-interacting 1 (Homo sapiens), Q13526 | Pin1 FP peptide displacement, HiFluor488, 10 min | Potency, µM (series often up to 115 µM), for inactives: top-dose activity, negative = inhibition, hits mostly inhibitors | 0.009% of 390,000 active; active = well fitted inhibition curve with a large enough effect in the polarisation, with a control signal flat, not every such curve was filed as active; inconclusive = small, poorly fitted or top-dose-only effect, or effect the other way, or a change in a side signal; inactive = no such curve, though single readings can be large or run the other way; the % refers to the polarisation; note: % is set by controls: 0 for no effect and ±100 for the full control effect
Target sequence (Q13526 whole entry, looked up): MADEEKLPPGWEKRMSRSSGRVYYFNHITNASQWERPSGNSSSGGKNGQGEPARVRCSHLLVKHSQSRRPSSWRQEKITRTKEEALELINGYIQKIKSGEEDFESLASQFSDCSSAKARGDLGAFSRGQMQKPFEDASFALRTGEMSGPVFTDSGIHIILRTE
JMJD2A Tudor inh: qHTS Assay for Inhibitors of JMJD2A-Tudor Domain | Lysine-specific demethylase 4A (Homo sapiens), O75164 | AlphaScreen JMJD2A-Tudor / H3K4me3 peptide binding | Potency, µM (series often up to 114 µM), without a hit: at the top dose activity change, negative = inhibition, actives largely listed as inhibitors | 4.4% of 390,000 active | AID 504339, 2011; note: % is set by controls: 0 for no effect and ±100 for the full control effect; nearly all actives have a fitted effect of over 50% in size
TrxR1 inh: qHTS Assay for Inhibitors of Mammalian Selenoprotein Thioredoxin Reductase 1 (TrxR1): qHTS; Thioredoxin reductase 1, cytoplasmic (Rattus norvegicus), O89049; recombinant rTrxR1, NADPH fluorescence consumption, selenite substrate; Potency, µM (highest dose often 114 µM), without a hit: top-dose activity change, negative = inhibition, usual class: inhibitors; 1% of 390,000 active; AID 588453, 2011; note: % is set by controls: 0 for no effect and ±100 for the full control effect; nearly all actives have a fitted effect of over 65% in size
Target sequence (O89049 whole entry, looked up): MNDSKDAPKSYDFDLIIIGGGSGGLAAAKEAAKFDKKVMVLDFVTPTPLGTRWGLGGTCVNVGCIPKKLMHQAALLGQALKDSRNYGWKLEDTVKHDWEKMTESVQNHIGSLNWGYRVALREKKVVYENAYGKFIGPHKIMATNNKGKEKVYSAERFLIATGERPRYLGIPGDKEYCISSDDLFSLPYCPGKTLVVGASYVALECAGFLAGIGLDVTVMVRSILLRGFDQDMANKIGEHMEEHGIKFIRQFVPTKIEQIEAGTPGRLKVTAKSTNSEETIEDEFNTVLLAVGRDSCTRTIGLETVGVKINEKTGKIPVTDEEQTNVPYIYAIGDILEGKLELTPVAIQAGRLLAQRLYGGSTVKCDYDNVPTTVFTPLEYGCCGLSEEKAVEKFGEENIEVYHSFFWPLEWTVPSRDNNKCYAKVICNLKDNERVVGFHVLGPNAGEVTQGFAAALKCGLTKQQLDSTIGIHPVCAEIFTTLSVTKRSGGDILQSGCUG
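Rat TrxR1 (90 nM in the dispensed reagent) was pre-reduced with 400 uM NADPH for 5 min at room temperature, then incubated with compound for 15 min. After 400 uM selenite was added, NADPH fluorescence (Ex 340/Em 450 nm) was followed for 8 min.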
HP1b chromo inh: HTS for Inhibitors of HP1-beta Chromodomain Interactions with Methylated Histone Tails; 0.56% of 390,000 active; AlphaScreen HP1-beta / biotin-H3K9me3 peptide binding; AID 540317, 2011; Potency, µM (top dose mostly 114 µM), for the others: at the top dose activity change, negative = inhibition, actives largely listed as inhibitors; Chromobox protein homolog 1 (Homo sapiens), P83916; note: nearly all actives have a fitted effect of over 70% in size; inactives centre near 23
Target sequence (P83916 whole entry, looked up): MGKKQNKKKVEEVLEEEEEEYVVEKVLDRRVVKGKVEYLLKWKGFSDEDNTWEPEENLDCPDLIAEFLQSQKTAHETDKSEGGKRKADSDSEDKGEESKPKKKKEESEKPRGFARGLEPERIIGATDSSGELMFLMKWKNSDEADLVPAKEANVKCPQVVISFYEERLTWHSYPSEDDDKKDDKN
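Compound inhibition of the preformed complex between 50 nM HP1-beta and 50 nM biotinylated H3K9me3 peptide was read by AlphaScreen. Buffer was PBS pH 7.4 with 0.01% Tween-20. Incubations ran 30 min at room temperature, with 10 ug/mL donor/acceptor beads.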
12-LOX inh: Primary qHTS assay for inhibitors of human arachidonate 12S-lipoxygenase (ALOX12): Round 2. Polyunsaturated fatty acid lipoxygenase ALOX12 (Homo sapiens), P18054. purified 12hLO, xylenol orange hydroperoxide absorbance. Potency, µM (top dose mostly 108 µM), for the others: top-dose activity change, negative = inhibition, most hits filed as inhibitors. 1.1% of 580,000 active; note: % is set by controls: 0 for no effect and ±100 for the full control effect
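Purified human 12hLO (150 nM final) in 25 mM Hepes, 0.01% Triton X-100, pH 7.0 was preincubated 15 min at room temperature with compound. Then 40 uM arachidonic acid was added, 30 min. Hydroperoxide was read by Fe-XO absorbance ratio 573/405 nm.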
ERG Ets-DNA blk: qHTS for Small Molecule Inhibitors of the ERG Ets/DNA interaction. fluorescence polarization, His-ERG Ets domain / labelled DNA. Potency, µM (doses to about 76.9 µM), without a hit: top-dose FP activity, negative = inhibition, usual class: inhibitors. 0.028% of 370,000 active. AID 624246, 2012; active = well fitted inhibition curve with a large enough effect in the polarisation, with a control signal flat; inconclusive = small, poorly fitted or top-dose-only effect, or effect the other way, or a change in a side signal; inactive = no such curve, though single readings can be large or run the other way; the % refers to the polarisation;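 note: polarization taken with two DNA probes labelled with fluorescein and Texas red; % of control where 0% means no effect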
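His-tagged ERG Ets domain (1 uM in the protein solution; 300mM KCl, 50mM Tris-HCl, 1mM EDTA, 1mM DTT, pH 7.5) received compound, then a probe mix of 5 nM fluorescein-DNA and 100nM Texas-615-DNA. Fluorescence polarization was read for both dyes.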
The depositor's hits bear a star; i = inactive; ? = inconclusive; · = not tested or not shown; & = joins results of further samples; [ ] = remark or other dose. Unless noted, calls come from the whole dose curve; as a rule, active = well fitted curve in the direction sought with a large enough effect; inconclusive = small, poorly fitted or top-dose-only effect, or another doubt; inactive = no such curve, though single readings can be large; an effect the other way counts as inactive or inconclusive. Potency is the fitted concentration of half-maximal effect. A portion of the library. The share of hits here may be higher or lower than overall.

SMILES	GLS inhibitor	RGS4 inhibitor	Tb PGK inh	Pin1 inh	JMJD2A Tudor inh	TrxR1 inh	HP1b chromo inh	12-LOX inh	ERG Ets-DNA blk
COc1ccccc1CNC(=O)Cn1c(=O)ccc2cc(S(=O)(=O)N3CCC(C)CC3)ccc21	-5.2%	-10.2%	-1.7%	2.9%	-22.3%	38.0%[activator][57.1 µM]	6.3%[57 µM]	-11.6%	-0.3%
O=C(OCc1nnc(-c2ccccc2)o1)C1=COCCO1	6.5%	13.5%	-6.7%	0.2%	-16.8%	-5.5%	71.1%[activator]	8.3%	0.9%
C=CCOc1ccccc1CN1CCC(n2nccc2NC(=O)C2CCOC2)CC1 (stereo unspecified)	2.5%	-9.9%	8.5%	2.4%	-6.6%	17.0%	13.5%	10.2%	4.2%
CC(Sc1nnnn1-c1ccc(O)cc1)C(=O)NNC(=O)c1ccc(F)cc1 (stereo unspecified)	4.4%	-23.2%	i	2.2%	-3.8%	5.9%	37.0%	441.9%[activator]	43.9%[activator]
CCOP(=O)(OCC)C(Nc1cccc([N+](=O)[O-])c1)c1ccccc1 (stereo unspecified)	1.1%	-1.2%	4.1%	2.2%	-10.5%	11.3%[57.1 µM]	-6.1%	4.9%	7.7%
COc1ccc(NC(=O)c2ccc3ncsc3c2)c2ccccc12	17.9%	-3.3%	-0.8%	2.9%	-15.2%	-1.2%	9.8%	-4.2%	2.4%
COc1ccc(-c2nc3ccccc3c(=O)n2CCOc2cc(C)ccc2C)cc1	-7.2%	-7.2%	-0.9%	19.6%	40.0%[activator]	19.1%	91.1%[activator]	0.4%	7.6%
Cc1ccc2c(c1)N(CC(=O)Nc1ncccc1C)C(=O)C(C(C)C)O2 (stereo unspecified)	11.2%	15.4%	-6.2%	-10.1%	?	6.3%	-8.5%	0.0%	0.8%
CCn1c(SCC(=O)NCCOC)nc2sc3c(c2c1=O)CCCC3	4.9%	-20.8%	·	2.7%	-20.9%	-0.7%	11.4%	10.0%	2.2%
Cc1ccc(NC(=O)C2CC(O)CN2C(=O)OCc2ccccc2)c(C)c1 (stereo unspecified)	-3.6%	-2.5%	-0.3%	-6.3%	0.0%	-6.0%	17.3%	-2.0%	?
Cc1cc2ncn(CC(C)C)c2cc1C	-8.1%	-2.5%	5.3%	2.5%	-8.4%	7.9%	38.6%	-0.8%	-0.6%
c1ccc(-c2cccs2)nc1	-2.3%	-1.2%	-10.9%	-1.7%	-5.3%	-15.4%	0.0%	5.4%	4.3%
COc1cccc(/C=C/C(=O)OCC(=O)NC(=O)NC2CCCCC2)c1	2.4%	3.1%	-8.9%	0.9%	-19.3%	-11.8%	11.6%	?	·
Cc1noc(C)c1S(=O)(=O)N1CCN(c2ccccc2Cl)CC1	-9.6%	-46.6%	i	-0.9%	16.6%	-13.8%	64.0%[activator]	0.4%	30.4%[activator]
COc1cccc(CN(C)CC(=O)Nc2cccc(S(=O)(=O)N(C)c3ccccc3)c2)c1OC	5.4%	-34.7%	3.5%	8.1%	-24.1%	1.6%	15.1%	-0.4%	-1.0%[15.4 µM]
CCOc1ccc(-c2csc3nc[nH]c(=O)c23)cc1	-12.9%	21.1%	i	8.6%	-20.8%	21.4%	19.1%	-4.4%	3.1%
CCS(=O)(=O)N1CCc2cc(C(=O)Nc3cccc(NC(C)=O)c3)ccc21	4.4%	-6.7%	-0.8%	6.5%	?	4.6%	-9.7%	-13.0%	0.1%
CCOC(=O)c1c(C)[nH]c(C)c1S(=O)(=O)NCC(=O)NCc1cccc(C)c1	-9.2%	-19.8%	-5.5%	-0.3%	-9.4%	17.9%[57.1 µM]	52.8%[activator]	-2.2%	8.4%
COC(=O)[C@H](Cc1ccccc1)NC(=O)[C@@H](N)CC(=O)O	3.3%&-1.0%	24.4%	0.9%	-1.5%	?	17.7%	14.8%	?	-4.0%
Cc1cc(C)n(C(C)CC(=O)NCc2ccc(Cl)cc2)n1 (stereo unspecified)	3.5%	-4.9%	i	-0.5%	-21.3%	5.4%[57.1 µM]	-11.2%	1.1%	-1.3%
CCCN(CCC)C(=O)COc1cc(=O)n(CC)c2ccccc12	-4.8%	1.1%	-6.8%	-3.0%	-0.7%	11.3%	37.5%	8.3%[57.4 µM]	8.8%
Cc1ccc(C)c(NC(=O)C2COc3ccccc3O2)c1 (stereo unspecified)	1.0%	-13.4%	1.9%	-10.7%	13.3%	13.9%	52.3%[activator]	122.4%[activator]	-9.2%
CCCC(=O)Nc1cc(C(=O)O)ccc1Sc1ccccc1	10.6%	9.9%	0.0%	-11.1%	-23.1%	20.4%[57.1 µM]	-0.6%	-22.3%	-4.6%
CCOC(=O)c1[nH]c2ccc(C)cc2c1NC(=O)CN1CCCCC1	24.9%	9.2%	-6.0%	-6.8%	-7.1%	10.4%[57.1 µM]	1.9%	-3.1%	-2.6%
COCCCN1C(=O)C(=O)/C(=C(/O)c2ccc3c(c2)CC(C)O3)C1c1cccnc1 (stereo unspecified)	1.6%	0.7%	1.0%	0.2%	?	-25.0%	5.9%	405.6%[activator]	-0.5%

Additional results follow:
SMILES	GLS inhibitor	RGS4 inhibitor	Tb PGK inh	Pin1 inh	JMJD2A Tudor inh	TrxR1 inh	HP1b chromo inh	12-LOX inh	ERG Ets-DNA blk
Cc1ccc(S(=O)(=O)N2CCN(S(=O)(=O)c3ccccc3)C2)cc1	-0.4%	18.5%	i	0.8%	-5.7%	4.0%	34.3%[activator]	4.8%	7.7%
CCOc1ccc(OCC)c(NC(=O)CSc2nnc(Cn3cnc4ccccc43)n2C)c1	0.8%	24.4%	-0.9%	-0.3%	-18.6%	-11.8%	19.2%	-22.2%	·
COc1ccc(-n2c(C)c(C(C)=O)c3cc(OCC(N)=O)ccc32)cc1	-0.3%	7.2%	10.6%	-1.6%	-17.6%	4.9%	19.1%	-5.3%&2.7%	18.8%
Cc1ccc(C(=O)N(C)CC(=O)Nc2ccc(Cl)c(C(F)(F)F)c2)cc1S(=O)(=O)N1CCCCC1	-7.4%	10.1%	i	-0.4%	-28.1%	4.1%	31.1%	1.3%	10.0%
CC(C1CC1)N(Cc1ccccc1)C(=O)NC(=O)c1ccc(F)cc1 (stereo unspecified)	34.6%[activator]	10.8%	3.6%	1.9%	8.0%	-6.1%[57.1 µM]	24.6%	1.1%	8.5%
COc1ccc(NC(=O)CSc2oc(-c3cccs3)nc2S(=O)(=O)c2ccc(Br)cc2)c(OC)c1	-7.4%	-42.5%	-7.0%	10.2%	-18.4%	?	14.5%	-28.2%	19.0%
CCc1cc2c(SCC#N)ncnc2s1	-1.5%	?	-5.8%	10.9%	?	-4.7%[57.1 µM]	0.5%	-2.7%	-26.9%
CC1CCN(C(=O)CSc2nnc(NC(=O)Nc3ccccc3)s2)CC1	5.9%	6.0%	i	3.0%	-22.1%	-1.2%[57.1 µM]	54.9%[activator]	?	-0.8%
CCc1nc(SCC(=O)Nc2ccnc3ccccc23)n[nH]1	16.5%	-7.9%	-6.6%	-2.4%	-14.6%	25.1%	3.3%	-8.6%	·
CC(=O)N(Cc1cccc(Br)c1)c1ccc(N2CCOCC2)c(Cl)c1	-4.3%	-22.8%	-1.8%	5.7%	-9.0%	14.3%	30.2%[activator]	-23.5%	4.7%
C=CCOc1ccc(C2C(C(=O)c3cccs3)=C(O)C(=O)N2c2nnc(C)s2)cc1 (stereo unspecified)	-1.1%	?	-4.0%	?	?	-27.8%	9.5%	?	9.8%
CC(=O)c1ccc(OCc2cc(C(=O)N3CCCCC3c3cccnc3)no2)cc1 (stereo unspecified)	-19.8%	-5.5%	-5.9%	23.1%	-6.8%	-40.4%	27.8%	12.1%	-8.0%
COc1ccc(C(=O)CCC(=O)N2CCN(c3ccc(C)cc3)C(C)C2)cc1 (stereo unspecified)	8.4%	20.0%	-8.5%	1.8%	-28.3%	15.5%	-3.5%	-31.0%	5.2%
CCOc1ccccc1CNCc1ccc(F)cc1	3.5%	3.7%	-1.6%	-10.0%	-10.7%	24.9%[57.1 µM]	27.3%	-10.4%	10.3%
O=C(Nc1cc(S(=O)(=O)N2CCOCC2)ccc1O)c1ccc(NS(=O)(=O)c2ccc(Cl)s2)cc1	20.8%	-12.4%	7.0%	-2.2%	-19.3%	-8.7%	-19.3%	?	·
